G9a inh: G9a (human) methyltransferase inhibition | Q96KQ7 | G9a H3K9 monomethylation, AlphaScreen, 2 h | Potency, µM (titrated, usually from 102 µM), for the others: at the highest dose activity, negative = inhibition, hits mostly inhibitors | 350,000 compounds, 8.8% hits; further: on the % scale 0 is the no-effect control and ±100 the full control effect; nearly all actives have a fitted effect of over 75% in size
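Step 1: enzyme (final 20 nM) with compound, 15 min RT. Step 2: substrate peptide 500 nM and SAM 20 uM, 2 h RT. Step 3: anti-H3K9me1 antibody and AlphaScreen beads, 10 min, then plate read.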
JMJD2A Tudor: inhibitors of human JMJD2A Tudor domain. O75164. AlphaScreen JMJD2A-Tudor / H3K4me3 peptide binding. Potency, µM (top dose mostly 114 µM), inactives show at the highest dose activity change, negative = inhibition, actives largely listed as inhibitors. 390,000 compounds, 4.4% hits. AID 504339; further: on the % scale 0 is the no-effect control and ±100 the full control effect; nearly all actives have a fitted effect of over 50% in size
Pol iota inh: DNA polymerase iota (human) inhibition | Pol iota fluorescent replication assay, 10 min | Potency, µM (doses to about 115 µM), inactives show at the highest dose activity, negative = inhibition, hits mostly inhibitors | 390,000 compounds, 1% hits | AID 588590
Target sequence (Q9UNA4 whole entry, looked up): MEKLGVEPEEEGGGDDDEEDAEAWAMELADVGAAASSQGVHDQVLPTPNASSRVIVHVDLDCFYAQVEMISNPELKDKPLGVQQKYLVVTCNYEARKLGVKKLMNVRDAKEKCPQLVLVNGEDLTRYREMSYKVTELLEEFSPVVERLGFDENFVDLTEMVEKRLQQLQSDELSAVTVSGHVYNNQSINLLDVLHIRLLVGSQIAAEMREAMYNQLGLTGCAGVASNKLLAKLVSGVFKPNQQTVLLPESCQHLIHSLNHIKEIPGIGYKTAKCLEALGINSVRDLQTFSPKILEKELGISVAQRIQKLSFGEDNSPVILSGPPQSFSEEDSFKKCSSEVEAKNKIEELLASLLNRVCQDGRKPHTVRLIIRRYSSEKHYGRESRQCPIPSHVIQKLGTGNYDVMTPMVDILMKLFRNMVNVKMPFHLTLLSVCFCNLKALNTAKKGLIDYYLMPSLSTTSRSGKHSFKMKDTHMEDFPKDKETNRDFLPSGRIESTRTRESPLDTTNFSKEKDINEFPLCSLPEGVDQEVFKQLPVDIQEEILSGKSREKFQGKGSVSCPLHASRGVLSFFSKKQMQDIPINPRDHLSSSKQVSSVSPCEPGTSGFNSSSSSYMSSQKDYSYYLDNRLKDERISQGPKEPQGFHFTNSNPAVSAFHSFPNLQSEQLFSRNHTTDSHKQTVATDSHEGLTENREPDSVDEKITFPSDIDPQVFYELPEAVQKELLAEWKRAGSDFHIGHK
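Fluorescent replication assay read twice, at 0 min and 10 min after adding 50 nM (final) substrate. Enzyme (10 nM) and compounds were first incubated 15 min at room temperature; enzyme-free buffer wells were negative controls.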
Pol eta inh: inhibitors of human DNA polymerase eta | recombinant Pol eta, fluorescent DNA replication assay | Potency, µM (series often up to 114 µM), inactives show at the top dose activity change, negative = inhibition, actives largely listed as inhibitors | 390,000 compounds, 1.2% hits | Q9Y253; further: on the % scale 0 is the no-effect control and ±100 the full control effect
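Pol eta (10 nM) was preincubated with compounds for 15 min at room temperature, after which fluorescent replication substrate (50 nM final) was added to start the reaction. Fluorescence was read kinetically at 0 and 10 min.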
BAZ2B block: blocks human BAZ2B | Q9UIF8 | AlphaScreen BAZ2B-H3K14Ac peptide displacement | Potency, µM (titrated, usually from 114 µM), for inactives: at the top dose activity change, negative = inhibition, most hits filed as inhibitors | 360,000 compounds, 4.4% hits | AID 504333; further: on the % scale 0 is the no-effect control and ±100 the full control effect; nearly all actives have a fitted effect of over 60% in size
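AlphaScreen displacement: compounds (up to 110uM) incubated 30 min at room temperature with a preformed 50 nM BAZ2B/50 nM biotinylated H3K14Ac peptide complex in PBS pH 7.4 with Tween-20. Donor and acceptor beads at 10 ug/mL final added, 20 min light-protected before reading.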
BLM inh: blocks DNA unwinding by human BLM helicase; P54132; recombinant BLM DNA unwinding, fluorescence dequenching; Potency, µM (top dose mostly 56.1 µM), inactives show top-dose activity change, negative = inhibition, most hits filed as inhibitors; 350,000 compounds, 0.2% hits;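 further: plate controls were vehicle for no effect and no enzyme for full effect; nearly all actives have a fitted effect of over 35% in size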
Pol beta inh: inhibitors of human DNA polymerase beta; Pol beta primer extension/strand displacement, fluorescence kinetic; Potency, µM (doses to about 114 µM), inactives show at the top dose activity change, negative = inhibition, actives largely listed as inhibitors; 340,000 compounds, 1.3% hits; further: on the % scale 0 is the no-effect control and ±100 the full control effect
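Pol beta (10 nM) and compounds were preincubated 15 min at room temperature, then 50 nM substrate (final) started primer extension/strand displacement. Reads were taken at 0 and 10 min; concentration-response data were fitted to a four-parameter Hill equation.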
APEX1 inh: inhibitors of human APE1 endonuclease. recombinant APE1, TAMRA/BHQ-2 abasic DNA cleavage fluorescence. Potency, µM (series often up to 65.8 µM), for inactives: top-dose activity change, negative = inhibition, usual class: inhibitors. 350,000 compounds, 0.35% hits;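 further: plate controls were vehicle for no effect and reference inhibitor for full effect; nearly all actives have a fitted effect of over 55% in size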
Target sequence (P27695 whole entry, looked up): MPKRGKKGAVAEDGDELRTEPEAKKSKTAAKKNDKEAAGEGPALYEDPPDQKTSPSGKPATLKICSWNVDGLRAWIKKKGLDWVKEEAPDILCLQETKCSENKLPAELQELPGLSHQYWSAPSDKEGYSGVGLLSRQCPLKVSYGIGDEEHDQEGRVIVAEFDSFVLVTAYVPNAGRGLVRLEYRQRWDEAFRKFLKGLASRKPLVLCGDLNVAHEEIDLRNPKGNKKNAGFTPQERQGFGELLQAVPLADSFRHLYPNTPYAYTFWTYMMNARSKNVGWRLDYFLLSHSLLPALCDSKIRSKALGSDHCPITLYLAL
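Readout is kinetic fluorescence (ex 525, em 598 nm) from cleavage of 50 nM TAMRA/BHQ-2 THF abasic duplex by 0.75 nM APE1, compound added 15 min beforehand at RT.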
POLK inh: DNA polymerase kappa (human) inhibition; Q9UBT6; purified Pol kappa, fluorescent DNA synthesis assay, 10 min; Potency, µM (doses to about 107 µM), for inactives: at the highest dose activity, negative = inhibition, usual class: inhibitors; 400,000 compounds, 0.53% hits; AID 588579; further: on the % scale 0 is the no-effect control and ±100 the full control effect
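Pol kappa 10 nM + cpd, 15 min RT; start w/ substrate 50 nM final; fluorescence kinetic read, 0 and 10 min. Neg ctrl: buffer, no enzyme.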
The depositor's hits bear a star; ? = inconclusive; . = no result given; & = joins results of further samples; [ ] = another dose, or the depositor's remark. The call rests on the fitted dose curve; in most records, active means well fitted curve in the direction sought with a large enough effect; inconclusive means small, poorly fitted or top-dose-only effect, or another doubt; inactive means no such curve, though single readings can be large; an effect the other way counts as inactive or inconclusive. Potency means the concentration at half of the fitted maximal effect. Some of the compounds tested, so the mix of outcomes need not match the whole.

SMILES | G9a inh | JMJD2A Tudor | Pol iota inh | Pol eta inh | BAZ2B block | BLM inh | Pol beta inh | APEX1 inh | POLK inh
CSc1nc2cc(S(=O)(=O)N3CCOCC3)ccc2s1 | -6%[12.7 µM] | -11% | 7% | -8% | 31%[activator] | 5% | -26% | -4% | 2%
COc1ccc(CCn2c(=S)[nH]c3cc(C(=O)N4CCOCC4)ccc3c2=O)cc1OC | 8.9µM* | -22% | 47%[activator] | -6% | -26% | -6% | 18% | 17% | -18%
CCC(NC(=O)C1(C)CC1(Br)Br)c1ccc(C)cc1 (stereo not given) | -7% | -1% | 17% | -19% | 7% | 1% | 26% | -2% | -6%
CCCCCn1c(=NC(=O)c2ccco2)c(C(=O)OCC)cc2c(=O)n3ccccc3nc21 | 6% | -10%&-2% | 14%&2% | -7%&-7% | 3% | -1% | 11% | 2% | -7%&-4%
CCOC(=O)C1=C(C)NC(C)=C(C(=O)OCC)C1 | -9%[59 µM] | 5%&2% | 15%&-20% | -7%&-13% | 10%&-3% | -3%&-5% | 15%&0% | 1%&-3% | -1%&-12%
Cc1ccc2cc(C(=O)O)c(C)nc2c1 | 50µM* | -7% | -6% | -23% | ? | -5% | 1% | -2% | -7%
CCC(CC)C(=O)Nc1nnc(S(=O)(=O)N2CCc3ccccc32)s1 | 7.1µM* | -6% | 0%&25% | -6%&-13% | ? | -1%&-2% | 16%&-12% | -6% | 0%&-5%
CC(=O)NC1C(=O)N(CCN2CCOCC2)c2ccc(Br)cc21 (stereo not given) | 3.2µM* | 8.9µM* | ? | 16% | 10µM* | -11% | 29% | ? | -4%
CCOc1ccccc1NC(=O)C(OC(=O)c1ccc(CC)cc1)c1ccccc1 (stereo not given) | 52%[activator][59 µM] | 23% | 0% | -17% | -1% | -12% | ? | 0% | 9%
CC1=C(C(=O)OCC(C)C)C(c2ccc(OCc3ccccc3)cc2)N2C(=O)CCSC2=N1 (stereo not given) | -29%[59 µM] | -16% | -3% | -13% | -12% | -11% | 2% | . | -24%
COc1ccc(CC(=O)O/N=C(\N)c2cccc([N+](=O)[O-])c2)cc1 | -14% | -17% | 12% | -16% | -6% | 1% | -1% | 5% | -3%
CCN(c1ncnc2c1cnn2-c1cccc(Cl)c1)C1CCCCC1 | 26%[59 µM] | 29% | 21% | -17% | 10% | -4% | 1% | . | -12%[60.1 µM]
COC(=O)c1ccc(C(NC(=O)OCc2ccccc2)/C(F)=C/[C@@H](C)C(=O)NCc2ccc(OC)c(OC)c2)cc1 (stereo not given in full) | -16% | -11% | -8% | -4% | -5% | -10%&-11% | 11% | -8%&-2% | 4%
O=C(O)C1OC(Oc2c(-c3ccc(O)c(O)c3)oc3cc(O)cc(O)c3c2=O)C(O)C(O)C1O (stereo not given) | 32µM* | 32µM* | 22µM* | 6.3µM* | 35µM* | 1% | 8.9µM* | 7.1µM* | 14µM*
CCc1nnc(NC(=O)c2ccc(S(=O)(=O)N(C)c3ccccc3)cc2)o1 | -19% | 25µM* | 1% | -13% | . | -2% | 11% | 0% | -11%[60.1 µM]
COc1ccc(NC(=O)c2cc(C)nc3ccccc23)cc1S(=O)(=O)N1CCOCC1 | . | -8% | 58%[activator] | 8% | . | . | . | 31% | -9%
COc1ccc(-c2csc3ncnc(N4CCN(c5ccccc5Cl)CC4)c23)cc1 | -16% | -10% | 9% | -20% | -22% | -7% | -3% | -3% | -3%
CC(C)(C)NC(=O)C(c1ccncc1)N(Cc1ccco1)C(=O)c1ccc(-c2ccccc2)[nH]1 (stereo not given) | 22µM* | 50µM* | 53% | -6% | ? | -9% | 6% | 2% | -27%
COC(=O)c1ccc2c(c1)N(C)S(=O)(=O)c1cnc(SCC(=O)C(C)(C)C)nc1-2 | 5µM* | -18% | 25% | -20% | -15% | -3% | -6% | -2% | 7%
Cc1cc(C)c([N+](=O)[O-])cc1NCC(=O)N1CCN(c2ccccc2)CC1 | -2% | -9% | 5% | -4% | -19% | -3% | 0% | -10% | 4%
Cc1ccc(CNC(=O)C2CCN(S(=O)(=O)c3c(C)noc3/C=C/N(C)C)CC2)cc1 | -16% | -26% | -27% | -12% | -11% | -5% | -24% | -12% | -15%
COc1ccccc1CNC(=O)c1cc(Sc2cccc(Cl)c2)nc2ccccc12 | -2%[59 µM] | -10% | 23% | -20% | 52%[activator] | -5% | 6% | . | -1%[60.1 µM]
COc1ccc(NCc2cccn2-c2nnc(N3CCC(C)CC3)s2)c(OC)c1 | 5.6µM* | 28µM* | 11% | -14% | ? | -8% | 1% | . | -10%
CCOc1cc(/C=N\NC(=O)Cn2nc([N+](=O)[O-])cc2C)ccc1OCc1cccc2ccccc12 | -1% | -9% | 15% | 9% | 3% | 1% | 25% | -10% | -3%
O=S(=O)(c1ccc(Br)cc1F)N1CCCCC1CCO (stereo not given) | . | -27% | 17% | -4% | . | . | . | . | 1%
O=C(CSc1nc2c(c(C(F)(F)F)n1)CCc1ccccc1-2)NCc1ccco1 | -34% | -11% | -15% | -10% | -21% | 3% | -13% | -4% | -7%
COc1nc(-c2cccs2)cc(-c2ccc(C)cc2)c1C#N | 22% | 67%[activator] | 25% | -18% | 9% | 0% | 3% | -3% | -2%
CC[N+]1(C)CCC(O)(c2ccc(OC)cc2)C(C(=O)c2ccc(OC)cc2)C1 (stereo not given) | . | 89µM* | ? | ? | . | . | . | . | -8%
CCn1c(SCC(=O)NC2CCCC2)nnc1-c1ccoc1C | -4% | -11% | -19% | -1% | -1% | -2% | -19% | 62% | -11%
CCCCN(C(=O)c1cc2c(s1)CCCCC2)c1c(N)n(CC(C)C)c(=O)[nH]c1=O | -29% | -4% | 91%[activator] | 6% | 0% | . | . | 3% | -14%
COc1ccc(S(=O)(=O)N(CCCN2CCCC2=O)Cc2cc3cc(C)c(C)cc3[nH]c2=O)cc1 | 6% | -5%[11.4 µM] | 12% | -18% | -1% | 0% | 30% | 1% | -9%
O=C(NCc1ccco1)c1nn(-c2ccccc2)c(=O)c2ccccc12 | ? | -27% | 14% | -5% | -5% | -2% | 0% | 1% | 2%
CC(=NNC(=O)c1cccc(S(=O)(=O)N2CCOCC2)c1)c1ccc(Cl)cc1 | . | -18% | 31%[activator] | -17% | . | . | . | 11% | -5%
CC(C)c1ccc(C2(C)NC(=O)N(CC(=O)NC3CCCC(C)C3C)C2=O)cc1 (stereo not given) | 13%[2.33 µM] | -15% | 15% | -9% | 8% | . | . | -3% | -16%
N#Cc1c2n(c3c(=O)n(Cc4ccccc4)cnc13)CCCC2 | 3%[59 µM] | -5% | 0%[58.9 µM] | -10% | 8% | 2% | 14% | 16% | -2%
CC(=O)c1ccc(S(=O)(=O)N2CCNC(=O)C2)cc1 | . | ? | ? | 22µM* | . | . | . | 17% | -25%
Cc1cc(C)n(-c2nc3ccccc3nc2N2CCN(C(=O)c3ccc(F)cc3)CC2)n1 | -11%[59 µM] | -4% | -10% | -14% | 8% | 0% | 7% | 10% | 9%
Cc1nc(-c2ccc3c(c2)OCO3)cs1 | -4%[0.501 µM] | -19%[57.1 µM] | 7% | 0% | -34% | -4% | -1% | 0% | -10%
CC(C)NC(=O)N1CCC2(CC1)CCN(C(=O)c1cccn1C)CC2 | 0%[12.7 µM] | . | . | . | . | -2% | . | 2% | -3%[60.1 µM]
O=c1c(Cl)c(N/N=C/c2ccc(Cl)cc2)cnn1-c1ccccc1 | -7%[59 µM] | -28% | 28µM* | ? | ? | -25% | 18µM* | -7% | ?
CCCc1ccc(OCC(=O)O)cc1 | -23%[12.7 µM] | -6% | 12% | -6% | 10% | -1% | -11% | -4% | -2%
CC(C)(C)c1ccc(NC(=O)COC(=O)C2CCCC2)cc1 | 20%[59 µM] | 12% | 2% | -25% | 27% | . | . | -22% | -11%
Cc1noc(C)c1COc1cccc(C(=O)Oc2ccc3c(c2)OCO3)c1 | 24%[0.0925 µM] | 1% | 5% | 3% | 12% | -8% | 1% | -3% | -8%
CC(C)(C)C(=O)N1CCN(c2ccc([N+](=O)[O-])cc2Cl)CC1 | . | -20% | 11% | -11% | . | . | . | . | -19%

Eight neighbouring entries from above:
SMILES | G9a inh | JMJD2A Tudor | Pol iota inh | Pol eta inh | BAZ2B block | BLM inh | Pol beta inh | APEX1 inh | POLK inh
CC(=O)c1ccc(S(=O)(=O)N2CCNC(=O)C2)cc1 | . | ? | ? | 22µM* | . | . | . | 17% | -25%
Cc1cc(C)n(-c2nc3ccccc3nc2N2CCN(C(=O)c3ccc(F)cc3)CC2)n1 | -11%[59 µM] | -4% | -10% | -14% | 8% | 0% | 7% | 10% | 9%
Cc1nc(-c2ccc3c(c2)OCO3)cs1 | -4%[0.501 µM] | -19%[57.1 µM] | 7% | 0% | -34% | -4% | -1% | 0% | -10%
CC(C)NC(=O)N1CCC2(CC1)CCN(C(=O)c1cccn1C)CC2 | 0%[12.7 µM] | . | . | . | . | -2% | . | 2% | -3%[60.1 µM]
O=c1c(Cl)c(N/N=C/c2ccc(Cl)cc2)cnn1-c1ccccc1 | -7%[59 µM] | -28% | 28µM* | ? | ? | -25% | 18µM* | -7% | ?
CCCc1ccc(OCC(=O)O)cc1 | -23%[12.7 µM] | -6% | 12% | -6% | 10% | -1% | -11% | -4% | -2%
CC(C)(C)c1ccc(NC(=O)COC(=O)C2CCCC2)cc1 | 20%[59 µM] | 12% | 2% | -25% | 27% | . | . | -22% | -11%
Cc1noc(C)c1COc1cccc(C(=O)Oc2ccc3c(c2)OCO3)c1 | 24%[0.0925 µM] | 1% | 5% | 3% | 12% | -8% | 1% | -3% | -8%

Source: PubChem BioAssay
